Compound activity from PubChem.
Salmonella PhoP GFP = inhibitors of PhoP regulon expression, primary screen, Salmonella Typhimurium, GFP reporter (AID 1863); inhibition, % at 50 µM; hits with a dose series show IC50 in µM; S. Typhimurium PhoP-regulated promoter GFP reporter, 4 h; higher % means a stronger effect; hit rate 0.16% among 300,000;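 active = inhibition over 29.93%, a cutoff 3 SD above the screen mean, later confirmed by dose response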;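 note: 0% = low Mg2+ inducing control and 100% = high Mg2+ repressing control; strong numbers were not always called active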
Lipid droplet = inhibitors of hepatocyte lipid droplet formation, primary screen, imaging, high-throughput imaging, BODIPY stain. AML12 mouse hepatocytes, oleate lipid droplets. inhibition, % at 6.5 µM. hit rate 0.4% among 240,000. AID 1656, 2009;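 active = lipid droplet intensity inhibited by at least 50%, with more than 500 cells counted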
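Test system: AML12 hepatocytes (mouse); reagent: oleate loading, 100 µM; dosing: one dose, 6.5 µM compound; incubation: overnight exposure; signal: fluorescence imaging, 20x objective, two fields per well; read-out basis: % inhibition of corrected integrated BODIPY droplet signal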
CSM14.1 death rescue = rescue of cells from ER stress-induced death, primary screen, 384-well, CSM14.1, thapsigargin, ATP luminescence (AID 1222); CSM14.1 thapsigargin-induced death rescue, ATP luminescence; higher % means a stronger effect; cellular ATP content (survival), % at 20 µM; hits with a dose series show EC50 in µM; 190,000 tested, under 10 active;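 active = EC50 below 50 µM in the dose-response confirmation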;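 note: death triggered by thapsigargin at about 15 µM added after 2 h compound pretreatment; cell ATP read after overnight thapsigargin exposure of roughly 18 to 22 hours; normalized against plate controls of thapsigargin alone and 5% DMSO vehicle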
Autophagy mod = autophagy modulators in MEF cells, primary screen, imaging, high-content, MEF GFP-LC3. MEF GFP-LC3 puncta imaging; test concentration mostly 10 µM. AID 463193, 2010. calls only at 10 µM (by protocol). hit rate 0.98% among 190,000;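 active = percentage of spot-positive cells more than 3 SD above its plate mean, without a fluorescence outlier flag or 80% toxicity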;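 note: spot-positive cell cutoff set from DMSO-treated cells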
b-catenin transl = modulators of beta-catenin nuclear translocation, primary screen, imaging, HeLa cells, immunofluorescence, high-content | nuclear translocation activity, % at 5 µM | hit rate 0.3% among 190,000;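 active = nuclear translocation activity above 50% at 5 µM, with a well cell count of 50 or more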;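 note: per-cell ratio of nuclear to cytoplasmic median beta-catenin stain intensity; plate controls were DMSO negative control for no effect and GSK-3 inhibitor IX positive control for full effect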
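Test system: HeLa cells, endogenous beta-catenin; Compound: single 5 µM dose plus 0.02–20 µM confirmation series; Times: compound exposure 24 h at 37°C; Signal: fluorescence imaging of beta-catenin antibody stain plus DAPI; Read-out: % activation, nuclear-to-cytoplasmic median beta-catenin signal ratio per cell.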
Dynein cargo inh = inhibitors of GR-EGFP nuclear translocation, primary screen, dynein cargo transport inhibitor project, imaging, high-content, 3617.4 mouse cells | test concentration mostly 20 µM; stimulated with dexamethasone, 1 µM; active compounds read low | z-score, hits read low | hit rate 0.47% among 220,000 | AID 1381, 2008;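 active = plate z-score of nuclear minus cytoplasmic receptor signal below a set negative limit, without overly bright fluorescence or cell loss, cut at about -3.5 in these data, passing the limit was not always enough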;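 note: z-score of nuclear minus cytoplasmic ring GR-EGFP intensity difference per well; some compounds called inactive have numbers as strong as hits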
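Buffer or medium – tet-free medium with charcoal-stripped serum · Signal – automated 10x imaging of fixed Hoechst-stained cells · Also added – dexamethasone agonist, 1.0 µM final, for 30 min · Incubation – induction 48 h, compound 1 h, agonist 30 min · Read-out – GR-EGFP nuclear translocation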
MT stabilize HCS = microtubule stabilizers in HeLa cells, primary screen, imaging, high-content imaging; % tubulin-high responders, % at 10 µM; hit rate 0.83% among 200,000; HeLa tubulin immunostaining HCS, 24 h; share of cells brighter than vehicle mean+2SD;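 active = plate Z-score above 3 for both tubulin-high and condensed-nucleus cell shares, with cell loss under 80%, at 10 µM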;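 note: anti alpha tubulin signal scored within the nucleus-defined area of each cell; some results filed as inactive read as strong as hits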
Insulin prom up = insulin promoter activators in MIN6 cells, imaging, high-content screening, mouse beta cells. MIN6 insulin promoter-GFP reporter; active compounds read high. z-score at 5 µM. hit rate 0.3% among 190,000;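 active = z-score above 3 at 5 µM with at least 500 cells counted in the well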
T cell modulator = modulators of CD8 T cell-vesicle binding, primary screen, mouse 2C CD8+ T cells, flow cytometry | 2C CD8+ T cell-vesicle binding; active compounds read low | calls only at 7 µM | hit rate 0.068% among 330,000 | AID 2052, 2009;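 active = response, share of CD8 T cells binding vesicles, and their 90th percentile fluorescence all below set limits, cut at about 80% in these data, passing the limit was not always enough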
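Material: murine 2C transgenic CD8+ T lymphocytes / Also added: QL9-peptide-loaded Drosophila micro-vesicles bearing Ld, ICAM-1 and B7-1 / Schedule: binding step 1.5 h, 37 °C, antibody labelling 20 min, ice / Signal: flow cytometry, PE anti-B7-1 (FL2) versus Alexa647 anti-CD8 (FL8), PFA-fixed / Evaluation: percent CD8+ FL2 mean versus row control / Benchmarks: naked versus QL9-loaded vesicles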
Dynein cargo inh cytoplasmic EGFP = also measured in Dynein cargo inh; calls as there; z-score; measured here: cytoplasmic GR-EGFP intensity; active compounds read high
Dynein cargo inh nuclear GR-EGFP = second read-out of Dynein cargo inh, no call of its own (marks repeat the call); z-score; measured here: nuclear GR-EGFP intensity;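 lower value marks the stronger effect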
Dynein cargo inh cell count = recorded beside Dynein cargo inh, whose call it bears; z-score; measured here: cell count per field
Insulin prom up cell count = second read-out of Insulin prom up, no call of its own (marks repeat the call); cell count; measured here: cytotoxicity, nuclei count;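 total cells summed across four imaged fields per well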
Lipid droplet cells 6.5 µM = further read-out of Lipid droplet, marked with its call; cell count; measured here: cell count, cytotoxicity flag;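 cells counted across two imaged fields per well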
b-catenin transl cell count 5 µM = recorded beside b-catenin transl, whose call it bears; cell count; measured here: cell count, cytotoxicity flag
T cell modulator vesicle-bound % = recorded beside T cell modulator, whose call it bears; double positive events, %; measured here: CD8+ vesicle-bound cell fraction;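 binding gate set so that unloaded-vesicle control wells show 10% double positive cells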
MT stabilize HCS Hoechst-high % = recorded beside MT stabilize HCS, whose call it bears; % Hoechst-high responders; measured here: nuclear condensation Hoechst responders;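 share of cells brighter than vehicle mean plus two SD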
MT stabilize HCS cytotoxicity % = also measured in MT stabilize HCS; calls as there; toxicity, %; measured here: cytotoxicity by cell density;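 0% = mean cell density of plate MIN control wells and 100% = no cells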
Autophagy mod cell loss 18 h = further read-out of Autophagy mod, marked with its call; toxicity, %; measured here: cell loss, nuclei count;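 cell loss after 18 h compound exposure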
* = called active by the depositor; i = inactive; x = no result given; + = active, no number.

SMILES,MT stabilize HCS,Dynein cargo inh cytoplasmic EGFP,CSM14.1 death rescue,Autophagy mod,Insulin prom up,MT stabilize HCS Hoechst-high %,Dynein cargo inh nuclear GR-EGFP,Dynein cargo inh cell count,T cell modulator vesicle-bound %,Insulin prom up cell count,Lipid droplet,b-catenin transl,Autophagy mod cell loss 18 h,Lipid droplet cells 6.5 µM,Dynein cargo inh,MT stabilize HCS cytotoxicity %,T cell modulator,b-catenin transl cell count 5 µM,Salmonella PhoP GFP
Cc1ccsc1C1C(C#N)=C(N)Oc2n[nH]c(C)c21 (stereo unspecified),2.1,-0.256,-0.8%,i,0.18,0.6,0.641,0.104,24.2,1337,3.2,0.8,23.7,672,2.29,1.3,i,1105,7.5%
COc1ccc(NC(=O)C2=C(C)NC(=O)NC2c2cccc(OC)c2OC)c(OC)c1 (stereo unspecified),2.0,-0.143,-0.8%,i,0.43,2.7,1.45,-0.0319,58.6,992,x,x,23.1,x,1.55,7.3,i,x,-4.4%
CCOc1ccc(C(CCc2ccccc2)NC(=O)c2ccccc2F)cc1OCC (stereo unspecified),2.3,0.308,-4.5%,i,-0.04,1.5,0.729,0.989,33.0,1041,-4.3,-7.2,20.9,727,0.287,5.7,i,1142,-3.4%
CCOC(=O)/C(=C\c1ccccc1)NC(=O)c1ccccc1,x,1.17,x,x,1.27,x,0.628,0.0302,33.3,1088,10.5,0.1,x,723,-0.0701,x,i,1236,0.0%
Cc1[nH]c2ccccc2c1C(=O)CSc1nc2ncc(Cl)cc2[nH]1,4.4,-0.272,0.7%,i,-0.16,2.4,0.565,0.109,47.4,1295,6.3,-4.7,4.1,700,0.521,8.8,i,1153,3.4%
COc1ccc(C2C(C#N)=C(N)OC3=C2C(=O)CC(C)(C)C3)cc1Cn1nc(C)c([N+](=O)[O-])c1C (stereo unspecified),8.7,-0.158,4.5%,i,-0.28,1.8,0.296,-0.838,62.4,1585,-15.4,1.0,7.0,481,0.354,4.4,i,1034,17.5%
C/C(Cl)=C\Cn1c(NCCCn2ccnc2)nc2c1c(=O)n(C)c(=O)n2C,10.1,-0.0954,0.0%,i,-0.84,1.8,0.873,-1.21,19.8,1059,x,0.7,7.7,x,1.4,9.4,i,1216,11.2%
Cc1ccc(C)c(NC(=O)COc2cccc3c2CCN(Cc2ccccc2)C3=O)c1,3.3,-0.272,-0.9%,i,0,3.5,-1.04,1.04,45.4,1393,-27.8,0.2,11.5,642,-1.65,5.4,i,1162,-11.2%
O=C(Nc1cccc(Cl)c1)N1CCN2C(=O)c3ccccc3C12c1ccccc1 (stereo unspecified),3.7,0.398,3.4%,i,0.14,2.3,0.661,0.202,55.5,1613,x,-0.4,-26.7,x,-0.406,6.2,i,1446,13.1%
COc1cc(C2c3c(oc4ccccc4c3=O)C(=O)N2c2ccc(C)cn2)ccc1O (stereo unspecified),5.9,-0.147,x,x,-0.84,1.4,-0.659,0.435,56.5,1276,2.9,1.4,x,606,-1.21,3.5,i,1014,12.0%
COc1ccc(OC)c(S(=O)(=O)Nc2cc(C(=O)O)ccc2N2CC3CC(C2)c2cccc(=O)n2C3)c1 (stereo unspecified),2.4,-0.253,16.0%,i,-0.35,2.0,0.978,-0.573,22.0,1270,-15.8,1.2,4.9,689,1.21,6.9,i,1117,1.1%
CC1(O)c2ccccc2C(=O)N1Cc1ccccc1 (stereo unspecified),1.6,-0.223,-2.1%,i,x,1.9,0.703,-0.711,46.9,x,x,-0.7,4.3,x,0.859,9.0,i,801,6.7%
S=c1[nH]ncn1/N=C/c1ccc(Br)cc1,2.3,-0.387,-2.5%,i,0.77,2.6,0.101,0.278,52.0,1412,x,-4.1,6.5,x,-0.524,9.8,i,980,-14.6%
COC(=O)C(CCSC)NC(=O)Cn1ncc2c(=O)oc3ccccc3c21 (stereo unspecified),4.1,-0.183,-0.8%,i,0.25,2.0,-0.0206,-0.148,38.1,913,x,x,3.2,x,-0.16,3.1,i,x,1.6%
CC(Oc1ccccc1F)c1ccnc2nc(/N=C/N(C)C)nn12 (stereo unspecified),2.8,-0.337,-0.9%,i,0.17,2.6,-0.71,1.5,60.5,1335,4.1,-2.9,-1.1,712,-1.47,7.2,i,1042,-8.5%
COc1ccccc1OCCNC(=O)Nc1cc(F)c(F)cc1Cl,x,-0.0894,x,x,0.04,x,-0.356,0.461,42.9,1420,9.5,-5.0,x,716,-0.868,x,i,1178,-7.6%
O=[N+]([O-])c1ccc(NC(=S)N/C(=N/CS(=O)(=O)c2ccccc2)c2ccccc2)cc1,2.8,0.497,-0.6%,i,0.76,2.4,-0.129,0.118,12.0,1169,x,-1.6,-3.9,x,-0.895,8.2,i,849,5.3%
COc1ccccc1C1=NC(c2ccc(C)cc2)N=C1C (stereo unspecified),8.9,0.0716,x,i,-0.84,3.0,0.484,-0.326,58.5,1386,1.1,0.0,-2.8,710,1.29,5.0,i,1072,1.7%
Cc1ccc(S(=O)(=O)Nc2ccc3oc(=O)sc3c2)c(C)c1,1.9,-0.207,-0.6%,i,0.11,1.8,-0.481,0.547,32.8,1784,11.8,2.1,-3.5,629,-0.908,8.8,i,1040,3.3%
CN(CCc1ccccn1)C(=O)CCC1CCCN(C(=O)c2c3c(nn2C)CCCC3)C1 (stereo unspecified),1.8,-0.377,-1.0%,i,0.02,1.5,-0.0444,0.455,44.0,1429,-7.1,3.5,20.0,672,-0.0667,6.9,i,1053,3.2%
OC(COc1ccc2c(c1)CCC2)Cn1cnc2ccccc21 (stereo unspecified),2.9,-0.28,0.3%,i,-4.14,2.4,-0.405,-0.166,23.2,824,6.9,x,14.1,755,-1.37,11.6,i,x,31.9%
CCn1c(=O)c(=O)n(CC)c2cc(S(=O)(=O)Nc3cccc(OC)c3)ccc21,2.6,0.208,-1.1%,i,0.14,2.1,0.236,0.1,57.5,913,4.0,x,-0.1,789,0.11,3.5,i,x,5.8%
Cc1c(NC(=O)c2cccc(F)c2)c(=O)n(-c2ccccc2)n1C,3.9,-0.24,-0.9%,i,0.16,2.4,-0.0523,0.189,14.3,2045,-2.0,-0.1,-1.1,606,-0.0285,8.2,i,1089,3.7%
COc1ccc(C(=O)c2cc([N+](=O)[O-])ccc2N2CCN(C)CC2)cc1,13.7*,0.315,-2.7%,+,0.64,54.3*,2.34,-2.47,31.1,1114,14.5,73.7*,28.4*,782,1.95,29.9*,i,148*,7.5%
COCCNC(=O)CN(C)S(=O)(=O)c1ccc(Br)cc1,2.1,-0.0413,6.2%,i,-0.07,1.2,2.61,-1.82,52.1,1315,12.8,-2.7,3.7,743,1.67,2.7,i,583,3.1%
O=C(O)CSc1nc(SCc2ccccc2Cl)nc2c1CCCC2,1.3,x,-0.8%,i,-0.1,1.6,x,x,63.5,1860,24.1,-1.5,-1.9,612,x,7.4,i,1315,13.6%
COC(=O)c1cccc(NC(=O)NC23CC4CC(CC(C4)C2)C3)c1,1.3,-0.115,-0.7%,i,0.63,1.5,0.557,-1.35,52.8,835,20.7,x,-1.1,817,1.09,10.9,i,x,2.8%
COc1ccc(-c2csc(NC3=NCCCCC3)n2)cc1,2.5,-0.33,-2.9%,i,-0.34,3.5,-0.202,0.46,39.6,1388,11.6,14.7,-5.6,721,0.142,9.2,i,1027,-8.8%
C[n+]1cc[nH]c1SCC(=O)c1ccccc1,1.6,-0.14,-1.2%,i,-0.29,1.6,-0.483,0.915,45.3,920,-4.1,x,-4.1,732,-1.45,5.4,i,x,5.2%
CCOC(=O)c1cc(-c2ccc(C)cc2)n(CCC(=O)NC(C)CC)c1C (stereo unspecified),1.5,-0.256,6.4%,i,-0.94,1.2,0.238,-0.116,53.1,977,-0.2,-1.1,-1.6,802,0.327,12.0,i,1250,-3.5%
Cc1c(NC(=O)c2cc3ccccc3c(=O)s2)c(=O)n(-c2ccccc2)n1C,4.4,-0.172,-0.2%,i,-0.06,4.0,0.25,0.0271,28.0,908,x,x,7.0,x,-0.0693,9.9,i,x,-8.1%
